Source: PubChem
TPT1 inh: inhibitors of Candida albicans tRNA 2'-phosphotransferase TPT1. recombinant caTPT1, FP RNA substrate dephosphorylation. inhibition, % at 5 µM. 300,000 tested, 0.81% active. AID 1962;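 active = inhibition above the mean of all tested compounds plus 3 SD, set per screening campaign, cut at about 24% in these data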;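 note: plate controls were DMSO alone for no effect and ferristatin control at 100 nM for full effect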
PAFAH2 inh: inhibitors of human PAFAH2 | 340,000 tested, 0.99% active | recombinant PAFAH2, FP-rhodamine activity probe, fluorescence polarization | Q99487 | inhibition, % at 3.39 µM;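 active = inhibition above the mean over all tested compounds plus 3 SD, cut at about 30% in these data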;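 note: inhibitors block probe labeling of enzyme so polarization drops; 0% = enzyme with DMSO and 100% = wells lacking PAFAH2 protein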
procasp7 counter: activates human procaspase-7, counter-screen for procaspase-3 activators. P55210. recombinant procaspase-7, Ac-DEVD-pNA absorbance 405 nm; D23A/D198A/D206A triple mutant, cannot self-cleave; scale: DMSO 0, 5 µM enzyme 100. activation, % at 8.5 µM. 330,000 tested, 0.093% active. AID 463210;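 active = percent activation above the screen-wide mean plus 3 SD, cut at about 25% in these data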
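System: Procaspase-7 triple mutant (PC-7 D3A); measure: % activation from two-timepoint absorbance difference, scaled to controls; times: 1 h compound preincubation, 2 h substrate cleavage, 25 °C; also added: Ac-DEVD-pNA substrate, 400 µM as added; measured by: Epi-absorbance of released pNA at 405 nm, two timepoints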
PP1 counter: PP1-alpha (human) inhibition in PP5 counter-screen. purified PP1alpha, OMFP fluorescence. AID 2235. P62136. inhibition, % at 6.7 µM. 320,000 tested, 0.9% active;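 active = inhibition above the mean inhibition of all tested compounds plus 3 SD, computed separately for each screening campaign, cut at about 15% in these data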
procasp3 activ: procaspase-3 (human) activation | activation, % at 8.5 µM | recombinant procaspase-3 D3A, Ac-DEVD-pNA absorbance 405 nm | 330,000 tested, 0.11% active | AID 463141;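 active = activation above the mean of all tested compounds plus 3 SD, cut at about 21% in these data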;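 note: 0% = DMSO alone and 100% = DMSO wells spiked with extra 5 µM PC-3 D3A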
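Compound: 8.5 µM single point, 0.8% DMSO / Material: Autoprocessing-dead procaspase-3 D3A mutant enzyme / Timing: 1 h preincubation plus 2 h reaction at 25 °C / Medium: Zinc-free HEPES/NaCl buffer with 0.01% Triton X-100 at pH 7.4 / Technique: 405 nm absorbance of p-nitroaniline, reads at 0 and 120 min / Repeats: one well per compound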
HCV core dimer: HCV core protein dimerization inhibition; TR-FRET GST/Flag-core106 dimerization, 1536-well; inhibition, % at 5 µM; 300,000 tested, 0.33% active; AID 1899;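 active = inhibition above the mean of all tested compounds plus 3 SD, set per screening campaign, cut at about 45% in these data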
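Material: Tagged HCV core106 pair (GST and Flag) | Amount: GST-core106 13.5 nM, Flag-core106 17 nM | Medium: KF-containing HEPES buffer, pH 7.45, DTT, CHAPS, BSA | Reagent: Eu donor and XL665 acceptor anti-tag antibodies | Schedule: 4 h at 22.5 °C | Technique: Time-resolved FRET, ex 340 nm, em 617 and 671 nm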
PP5 primary: PP5 (human) phosphatase inhibition; purified PP5c, OMFP substrate fluorescence; inhibition, % at 6.7 µM; 320,000 tested, 0.18% active; AID 1987;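 active = inhibition above the campaign's mean inhibition across all tested compounds plus 3 SD, cut at about 9.5% in these data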;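 note: 0% = DMSO only and 100% = 100 µM cantharidin control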
Fh CTSL1 inh: counter-screen for PFM18AAP inhibitors: inhibitors of F. hepatica cathepsin L1; recombinant F. hepatica cathepsin L1, Z-Leu-Arg-MCA fluorescence; inhibition, % at 5.96 µM; 300,000 tested, 0.49% active; AID 1906;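 active = inhibition above the mean of all tested compounds plus 3 SD, set per screening campaign, cut at about 17% in these data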;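 note: 0% = plate median of test compound wells and 100% = 1 µM Z-Phe-Ala-diazomethylketone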
AHR activator: human AHR activation; P35869; AHR-responsive luciferase reporter cells, luminescence; activation, % at 5 µM; 320,000 tested, 2.5% active; in the data active = activation above about 47%;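 note: 0% = vehicle wells and 100% = reference agonist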
Target sequence (P35869 whole entry, looked up): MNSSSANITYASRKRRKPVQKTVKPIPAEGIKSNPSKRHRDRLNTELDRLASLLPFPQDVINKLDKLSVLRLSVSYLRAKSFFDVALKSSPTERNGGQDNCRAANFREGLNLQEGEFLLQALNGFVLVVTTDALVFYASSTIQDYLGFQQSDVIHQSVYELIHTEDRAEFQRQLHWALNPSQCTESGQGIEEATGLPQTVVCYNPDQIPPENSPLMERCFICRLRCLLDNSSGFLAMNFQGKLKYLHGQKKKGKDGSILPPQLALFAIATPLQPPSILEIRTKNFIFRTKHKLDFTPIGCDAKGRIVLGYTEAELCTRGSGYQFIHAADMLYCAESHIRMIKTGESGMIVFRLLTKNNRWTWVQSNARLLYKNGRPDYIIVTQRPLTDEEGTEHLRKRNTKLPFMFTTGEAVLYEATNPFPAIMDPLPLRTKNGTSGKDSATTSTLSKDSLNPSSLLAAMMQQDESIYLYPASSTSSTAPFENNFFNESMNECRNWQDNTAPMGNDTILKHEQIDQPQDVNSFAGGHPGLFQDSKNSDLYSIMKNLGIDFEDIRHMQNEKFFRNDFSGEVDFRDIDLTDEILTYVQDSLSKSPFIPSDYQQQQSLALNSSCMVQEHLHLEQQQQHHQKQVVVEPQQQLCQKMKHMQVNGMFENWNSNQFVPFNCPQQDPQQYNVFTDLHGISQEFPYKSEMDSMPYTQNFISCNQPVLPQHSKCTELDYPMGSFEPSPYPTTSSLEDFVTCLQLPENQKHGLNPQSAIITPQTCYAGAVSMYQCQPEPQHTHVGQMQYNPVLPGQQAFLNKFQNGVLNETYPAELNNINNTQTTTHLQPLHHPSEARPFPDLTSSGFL
Numbers without * were called inactive; . = no result given; & = joins results of further samples. Hits appear at their usual frequency; about 5.6% have a hit in one of these screens.

SMILES	TPT1 inh	PAFAH2 inh	procasp7 counter	PP1 counter	procasp3 activ	HCV core dimer	PP5 primary	Fh CTSL1 inh	AHR activator
COC(=O)c1cccn(CC(=O)c2ccc(Cl)cc2)c1=O	4.3	0.6	11.3	-0.4	-2.7	-1.0	-0.9	-0.3	1.4
COc1ccccc1OCC(=O)NCCSCc1ccc(Cl)cc1	0.6	9.2	-5.8	-0.4	-8.1	2.2	1.8	1.3	8.6
CCn1nnnc1SCCSc1nnnn1CC	-2.9	-4.4	0.0	-4.5	-7.2	-0.9	-2.3	-1.3	0.2
COc1cc(OC)cc(C(=O)OCC(=O)c2cc(C)n(CC3CCCO3)c2C)c1 (stereo not given)	.	-0.5	4.2	-1.0	3.4	.	-0.1	.	-0.7
Cc1cc([N+](=O)[O-])nn1CC(=O)Nc1ccc(Cc2ccncc2)cc1	-0.9	7.6	5.9	-3.5	-5.6	-0.1	1.4	-0.8	-4.3
Cc1ccc(C(=O)NN=C2CCCCCC2)s1	-4.3	-0.3	-6.7	-0.5	1.1	-1.2	1.0	-0.4	13.1
CSc1ccc(C2C(C#N)=C(N)N(c3ccccc3)C3=C2C(=O)CCC3)cc1 (stereo not given)	-0.3	4.2	-3.7	-0.1	6.8	26.1	0.7	-4.4	24.8
CC(Sc1nnc(Cc2ccccc2)o1)C(=O)Nc1ccccc1[N+](=O)[O-] (stereo not given)	.	6.2	-1.6	5.4	-3.2	.	0.2	.	1.6
CC(C)N(Cc1ccccc1)C(=O)Cn1c(=O)cnc2ccccc21	1.4	-5.7	3.8	0.9	-3.5	4.4	3.1	-4.0	3.9
O=C(NCc1ccco1)c1ccccc1-c1ccccc1	2.7	2.0	7.0	-4.6	-0.6	1.7	0.7	-7.3	2.8
Cc1cc(=O)oc(C)c1C(=O)NCCCN1C(C)CCCC1C (stereo not given)	-3.6	4.8	0.2	1.1	-5.0	3.6	-2.3	-0.5	1.5
COc1ccc(C)cc1S(=O)(=O)Nc1cccc(-c2cn3cccnc3n2)c1	2.4	10.6	-3.3	1.9	1.2	3.6	1.7	-0.5	5.4
NC(=O)N/N=C/c1coc2ccc3ccccc3c2c1=O	-2.7	5.7	1.4	-1.7	0.5	-0.8	3.0	7.5	13.6
Cc1ccc(C(CNS(=O)(=O)c2ccc(F)cc2)N2CCN(C)CC2)cc1 (stereo not given)	-2.6	-0.2	-1.4	-3.4	-5.2	-3.0	-1.2	-0.1	-0.8
N/C(=N\OC(=O)Nc1ccc(Cl)cc1)c1ncc(C(F)(F)F)cc1Cl	-1.3	-3.7	2.8	-3.5	8.6	-1.9	2.6	-2.9	1.3
CCN(c1cccc(C)c1)S(=O)(=O)c1nnc(NC(=O)c2ccco2)s1	-5.9	8.2	-5.7	7.0	2.8	-6.3	4.3	-0.4	-1.0
CCN(C[C@H]1N[C@@](CC)(C(=O)OC)[C@H]2C(=O)N(C)C(=O)[C@@H]12)C(=O)c1ccccc1	.	3.8	-3.6	.	-6.6	.	.	.	0.3
Cc1ccc(N(C(=O)c2csnn2)C(C(=O)NC2CCCC2)c2ccccn2)cc1 (stereo not given)	3.2	-3.9	-12.1	-0.4	6.1	-3.6	3.1	-2.0	1.4
COc1ccc(-c2[nH]ncc2CN2CCCC(C(=O)c3ccc(OC)cc3OC)C2)cc1 (stereo not given)	1.3	-0.6	-2.2	-7.8	12.0	7.0	1.4	-1.7	2.2
Cc1cc(C)nc(SCc2nnc(SCC(=O)Nc3nc(-c4ccccc4)cs3)n2C)n1	-2.9	-0.1	0.1	-4.7	-2.8	17.6	0.0	-0.6	7.8
Cc1ccc(N(C)S(=O)(=O)c2cccc(C(=O)NNC(=O)c3ccncc3)c2)cc1	.	0.6	6.3	-2.3	3.8	.	4.2	.	-0.3
Cc1cccc(NC(=O)CSc2nnc(CNC(=O)c3cccs3)o2)c1C	-0.3	-2.5	-2.3	-7.9	-15.9	-4.2	0.8	-3.8	3.4
Cc1ccc(NC(=S)N(CCCN2CCOCC2)Cc2ccccn2)cc1	-6.2	-9.0	-4.8	-0.4	9.8	-10.0	2.0	-2.2	4.5
CC(C)Cc1[nH]c(=O)c(C#N)c2c1COC(C)(C)C2	-0.5	0.9	-1.6	-3.6	1.2	-1.9	-1.8	2.5	-1.2
Cc1ccc(S(=O)(=O)N2CCCCC2)cc1NS(=O)(=O)c1ccccc1F	.	5.4	7.0	.	4.8	.	.	.	0.3

Some of these compounds in order of length of the SMILES, high to low:
SMILES	TPT1 inh	PAFAH2 inh	procasp7 counter	PP1 counter	procasp3 activ	HCV core dimer	PP5 primary	Fh CTSL1 inh	AHR activator
Cc1ccc(N(C(=O)c2csnn2)C(C(=O)NC2CCCC2)c2ccccn2)cc1 (stereo not given)	3.2	-3.9	-12.1	-0.4	6.1	-3.6	3.1	-2.0	1.4
COc1cc(OC)cc(C(=O)OCC(=O)c2cc(C)n(CC3CCCO3)c2C)c1 (stereo not given)	.	-0.5	4.2	-1.0	3.4	.	-0.1	.	-0.7
Cc1ccc(C(CNS(=O)(=O)c2ccc(F)cc2)N2CCN(C)CC2)cc1 (stereo not given)	-2.6	-0.2	-1.4	-3.4	-5.2	-3.0	-1.2	-0.1	-0.8

Reformatted with two lines to a compound: three of the compounds above.
Order of values – TPT1 inh	PAFAH2 inh	procasp7 counter	PP1 counter	procasp3 activ	HCV core dimer	PP5 primary	Fh CTSL1 inh	AHR activator
- COc1ccc(C)cc1S(=O)(=O)Nc1cccc(-c2cn3cccnc3n2)c1
    2.4	10.6	-3.3	1.9	1.2	3.6	1.7	-0.5	5.4
- NC(=O)N/N=C/c1coc2ccc3ccccc3c2c1=O
    -2.7	5.7	1.4	-1.7	0.5	-0.8	3.0	7.5	13.6
- Cc1ccc(C(CNS(=O)(=O)c2ccc(F)cc2)N2CCN(C)CC2)cc1 (stereo not given)
    -2.6	-0.2	-1.4	-3.4	-5.2	-3.0	-1.2	-0.1	-0.8

The list continues.
SMILES	TPT1 inh	PAFAH2 inh	procasp7 counter	PP1 counter	procasp3 activ	HCV core dimer	PP5 primary	Fh CTSL1 inh	AHR activator
OC(COCC1COc2ccccc2O1)CN1CCN(c2ccccn2)CC1 (stereo not given)	0.2	-2.5&5.1	11.8	-1.1	-7.4	-4.3	1.5	-4.9	-2.9
CCOC(=O)c1ccccc1-c1csc(NS(=O)(=O)c2ccc(Cl)cc2)n1	-4.5	1.7	0.8	5.2	-1.0	22.8	1.3	1.5	-3.7
CCOC(=O)/C(C#N)=C/c1ccc(N2CCN(C)CC2)cc1	5.5	-2.5	-8.3	1.0	5.6	-13.1	2.9	4.5	-0.5
C=CCN1C=C2C(=O)C(C)(OC(=O)c3cccs3)C(=O)C=C2C=C1CCCC(=O)OC (stereo not given)	-1.9	0.9	-7.3	-1.2	-1.8	-15.0	5.7	2.5	5.9
O=C(CC(c1ccccc1)c1ccccc1O)NCCc1ccccc1 (stereo not given)	-2.7	6.9	4.5	1.2	-5.8	1.1	0.2	-3.9	0.6
O=C1CN2NC(=S)N(c3ccccc3)C2=CN1c1ccc(Cl)cc1	-3.0	9.3	15.0	-7.1	7.1	-1.7	-1.8	-3.2	2.1
c1csc(-c2noc(CN3CCOCC3)n2)c1	-2.4	3.9	-3.5	-3.0	-6.3	-2.5	4.0	-3.6	6.5
COc1cccc(C(=O)NC2CCN(CC(=O)NCc3ccccc3OC)CC2)c1	0.2	-5.2	13.8	-1.7	-1.2	-3.6	-0.5	1.8	1.0
Oc1ccc(NCc2cccc(OCc3ccccc3)c2)cc1	1.6	2.4	-12.7	0.0	-15.8	-1.8	4.0	-4.6	10.9
CCCCNC(=O)CNC(=S)N(Cc1ccccc1)Cc1cccs1	1.2	6.0	2.4	1.3	-6.5	1.8	1.0	0.8	5.1
CCCCNc1nc2c(-c3ccccc3)nnn2c2ccccc12	0.6	1.7	11.3	-1.7	3.6	-2.3	-0.1	1.2	16.5
C[C@@H]1CCC[C@]2(O[C@H](CCO)C[C@H](O)[C@H]2O)O1	-0.5	-1.1	2.8	-1.6	3.4	8.0	0.5	1.9	0.0
COCCn1c(-c2ccccc2Cl)nc2c(c(=O)c3ccccc3n2C)c1=O	1.5	2.5	11.6	-2.6	-7.7	4.0	1.6	3.5	-2.2
COc1ccc(C(=O)NCC(=O)OCCCOC(=O)CNC(=O)c2ccc(OC)c(OC)c2)cc1OC	-3.2	-2.9	-2.3	-2.2	0.3	3.4	3.8	-2.9	-1.9
CC(=O)c1c(C)oc2ccc(N(C(C)=O)S(=O)(=O)c3ccc(Br)cc3)cc12	2.0	8.5	0.5	1.3	3.1	25.3	1.3	-2.9	10.5
CCOC(=O)C1=C(C)NC(=O)NC1c1cc2c(cc1Br)OCO2 (stereo not given)	-3.2	-5.8	-2.2	-5.7	-3.3	-0.9	-6.7	11.0	2.0
CCOC(=O)c1c(C)n(C)c2cc(Br)c(C)cc12	-1.2	-4.8	2.1	-1.6	-6.5	-2.9	4.8	-0.6	-2.9
O=C(O/N=C/C1=C(Cl)c2ccccc2CC1)c1ccc(F)cc1	-0.6	34.5*	5.5	0.1	9.0	1.8	2.5	0.2	-0.8
O=C(Nc1ccc(Cl)cc1)NC1CCCC1Cc1ccco1 (stereo not given)	-0.7	-4.6	-7.2	4.0	-8.9	1.2	3.0	9.0	7.5
CC(OC(=O)/C=C/c1ccc(Br)cc1)C(=O)N1CCOCC1 (stereo not given)	-0.7	0.7	10.1	-3.9	-2.9	0.0	-0.5	-6.0	3.0
CCOC(=O)CN1C(=O)C(O)(CC(=O)c2ccco2)c2ccccc21 (stereo not given)	2.6	3.7	-8.3	-2.5	2.7	0.1	-1.3	-2.7	0.7
O=C1CC(=O)N(c2ccccc2)N1c1ccccc1	1.3	6.7	-0.2	4.1	-11.5	3.3	-0.9	-2.1	-2.0
O=S(=O)(N1CCCCC1)N1CCN(CC(O)COc2ccc3cc(Br)ccc3c2)CC1 (stereo not given)	2.0	3.1	-7.8	4.2	-6.4	19.7	4.4	1.1	1.3
CCn1c(=O)[nH]c2cc(C(=O)Nc3cc(C)cc(C)c3)ccc2c1=O	0.7	-1.9	6.1	-7.7	-3.5	-10.1	-1.6	0.1	1.9
Cc1ccc(CNC(=O)C(=O)c2cn(CC(=O)N3CCCC3)c3ccccc23)cc1	-2.8	0.7	6.7	-2.9	-8.8	3.6	2.4	4.4	8.2
CCN(CC)C(=O)COCc1cc(-c2ccc3c(c2)OCO3)on1	-0.6	5.2	-10.2	-0.1	-4.8	-1.4	1.8	0.8	10.3
CCOC(=O)c1c(NC(=O)CNCCOC)sc2c1CCCC2	-3.5	11.2	-7.1	3.4	-0.1	-1.3	0.7	2.2	9.8
CCCOc1ccc(Cn2c(=O)oc3ccc(C)cc32)cc1	0.7	4.1	3.9	3.1	-8.8	1.0	2.5	0.3	6.5
